ATXN2 expr inh: reduces ATXN2 reporter expression in HEK-293 cells; actives 0.72% (n = 360,000); HEK-293 ATXN2-luciferase reporter, luminescence, 24 h; AID 1745845; Potency, µM (doses to about 57 µM), inactives show at the top dose activity change, negative = inhibition, hits mostly inhibitors; further: potency means the concentration at half of the fitted maximal effect; on the % scale 0 is the no-effect control and ±100 the full control effect; nearly all actives have a fitted effect of over 55% in size
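qHTS (up to 57 uM final) was run with 24 h compound exposure of reporter cells at 37 °C. Each well was multiplexed: SteadyGlo luminescence measured ATXN2-luciferase expression after a fluorogenic Gly-Phe-AFC viability readout (25 uM final).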
IL-1B inflam inh: inhibitors of inflammasome signaling (IL-1 beta secretion); THP-1 LPS/ATP IL-1B secretion, AlphaLISA, 16 h; stronger effect = lower value; activity change, % at 57.5 µM; actives 4.7% (n = 360,000); AID 743279; in the data active means activity change below about -50%; inconclusive means mostly about -30% to -49%; further: on the % scale 0 is the no-effect control and ±100 the full control effect
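Secreted IL-1B measured by AlphaLISA bead assay after 16 h compound exposure of THP-1 cells; compounds (final up to 57.5 uM) added 1 h before LPS (250 ng/mL) and ATP (1.25 mM) stimulation; lower signal means less secretion.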
KB-V1 cytotox: KB-V1 MDR subline cytotoxicity. KB-V1 MDR cells viability, CellTiter-Glo, 72 h. Potency, µM (doses to about 46.1 µM), for inactives: at the highest dose activity change, negative = cytotoxicity, most hits filed as cytotoxic. actives 3.4% (n = 400,000); further: potency means the concentration at half of the fitted maximal effect; on the % scale 0 is the no-effect control and ±100 the full control effect; nearly all actives have a fitted effect of over 60% in size
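Readout: CellTiter-Glo luminescence, 10 min after addition. Cells: KB-V1 MDR subline, 72 h at 37 degrees C with compound. Analysis: corrected, normalized data fitted to concentration-effect curves.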
KB-3-1 cytotox: KB-3-1 parental cell cytotoxicity. Potency, µM (doses to about 46.1 µM), for the others: top-dose activity change, negative = cytotoxic, most hits filed as cytotoxic. actives 1.4% (n = 400,000). KB-3-1 viability, CellTiter-Glo ATP luminescence, 72 h; further: potency means the concentration at half of the fitted maximal effect; on the % scale 0 is the no-effect control and ±100 the full control effect; nearly all actives have a fitted effect of over 60% in size
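Using CellTiter-Glo luminescence, growth of non-resistant KB-3-1 adenocarcinoma cells is assessed 72 h after pin-tool compound addition at 37 °C. Normalized responses across the concentration series yield fitted curves.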
WRN inhibitor: blocks human WRN helicase; Q14191; WRN helicase unwinding, fluorescent forked duplex, kinetic; Potency, µM (series often up to 114 µM), for the others: at the highest dose activity change, negative = inhibition, hits mostly inhibitors; actives 0.46% (n = 360,000); AID 651768; further: potency means the concentration at half of the fitted maximal effect; on the % scale 0 is the no-effect control and ±100 the full control effect; nearly all actives have a fitted effect of over 55% in size
Target sequence (Q14191 whole entry, looked up): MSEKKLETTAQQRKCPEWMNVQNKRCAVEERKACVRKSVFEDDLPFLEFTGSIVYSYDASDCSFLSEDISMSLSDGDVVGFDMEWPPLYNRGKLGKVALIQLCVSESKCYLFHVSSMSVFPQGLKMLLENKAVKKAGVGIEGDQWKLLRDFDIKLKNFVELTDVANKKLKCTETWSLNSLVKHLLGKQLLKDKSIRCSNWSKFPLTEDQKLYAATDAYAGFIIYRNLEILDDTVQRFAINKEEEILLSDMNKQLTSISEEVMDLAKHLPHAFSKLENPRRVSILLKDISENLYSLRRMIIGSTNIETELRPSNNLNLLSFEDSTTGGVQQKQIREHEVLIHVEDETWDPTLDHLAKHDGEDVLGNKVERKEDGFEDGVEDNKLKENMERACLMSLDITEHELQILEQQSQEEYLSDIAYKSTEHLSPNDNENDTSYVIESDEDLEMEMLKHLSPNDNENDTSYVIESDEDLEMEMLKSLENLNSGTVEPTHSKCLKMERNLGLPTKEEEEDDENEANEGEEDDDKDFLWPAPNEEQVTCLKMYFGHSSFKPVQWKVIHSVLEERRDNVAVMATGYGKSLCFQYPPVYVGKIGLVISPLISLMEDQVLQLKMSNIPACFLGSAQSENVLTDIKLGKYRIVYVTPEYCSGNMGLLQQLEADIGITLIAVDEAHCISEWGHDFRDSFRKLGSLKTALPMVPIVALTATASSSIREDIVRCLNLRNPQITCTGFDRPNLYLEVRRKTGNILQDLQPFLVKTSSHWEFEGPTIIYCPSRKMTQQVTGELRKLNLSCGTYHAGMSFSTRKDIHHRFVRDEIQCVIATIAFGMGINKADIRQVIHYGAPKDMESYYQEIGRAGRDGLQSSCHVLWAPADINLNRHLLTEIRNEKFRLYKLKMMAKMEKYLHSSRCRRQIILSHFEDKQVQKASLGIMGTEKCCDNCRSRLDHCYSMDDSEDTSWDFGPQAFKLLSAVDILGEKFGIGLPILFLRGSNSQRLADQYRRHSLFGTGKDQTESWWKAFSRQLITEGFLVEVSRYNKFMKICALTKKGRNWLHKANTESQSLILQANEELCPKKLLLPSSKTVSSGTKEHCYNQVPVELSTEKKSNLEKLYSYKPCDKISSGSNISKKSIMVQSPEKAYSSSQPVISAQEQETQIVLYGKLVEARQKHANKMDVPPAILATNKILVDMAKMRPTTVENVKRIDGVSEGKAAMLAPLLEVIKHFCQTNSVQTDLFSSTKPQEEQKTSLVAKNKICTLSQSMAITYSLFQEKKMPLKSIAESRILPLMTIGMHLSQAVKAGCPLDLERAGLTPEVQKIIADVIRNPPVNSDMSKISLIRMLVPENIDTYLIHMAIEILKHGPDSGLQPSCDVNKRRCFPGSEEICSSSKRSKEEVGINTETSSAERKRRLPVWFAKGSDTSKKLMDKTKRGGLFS
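Kinetic red-fluorescence monitoring (525/598 nm) tracks WRN helicase activity after 100 nM fluorophore-quencher forked duplex and 2 mM ATP are added to 20 nM enzyme pretreated 15 min at room temperature with compound.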
MCF10A rereplic: inducers of DNA re-replication in MCF 10A breast cells | actives 2.9% (n = 350,000) | MCF 10A DNA re-replication, Hoechst nuclear intensity, 48 h | Potency, µM (series often up to 46.1 µM), for inactives: at the top dose activity, positive = re-replication, most hits filed as activators; further: potency means the concentration at half of the fitted maximal effect; % of control where 0% means no effect; nearly all actives have a fitted effect of over 50% in size
SW480 rereplic: DNA re-replication induction in SW480 cells; AID 624297; SW480 DNA re-replication, Hoechst DNA content imaging, 48 h; Potency, µM (top dose mostly 46.1 µM), for the others: at the highest dose re-replication activation, usual class: activators; actives 1.8% (n = 340,000); further: potency means the concentration at half of the fitted maximal effect; % of control where 0% means no effect; nearly all actives have a fitted effect of over 55% in size
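DNA re-replication was detected as more nuclei of elevated Hoechst intensity after 48 hr exposure to compound (23 nL pinned per well of 250 cells).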
HT1080 IDH1KD tx: HT-1080 IDH1 knockdown cell toxicity (counter line). HT-1080 IDH1 knockdown viability, ATP luminescence, 48 h. Potency, µM (doses to about 46.1 µM), without a hit: top-dose activity, negative = toxicity, actives largely listed as cytotoxic. actives 2% (n = 360,000). AID 686971;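 further: potency means the concentration at half of the fitted maximal effect; 0% = DMSO wells and -100% = cell-free medium wells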
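Viability of IDH1-knockdown HT-1080 fibrosarcoma cells was assessed by CellTiter-Glo after 48 h at 37 °C with titrated compound; concentration-effect curves were classified by fit quality and response size.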
HT1080-NT tox: kills 2HG-producing HT-1080-NT fibrosarcoma cells | HT-1080-NT fibrosarcoma viability, CellTiter-Glo ATP luminescence, 48 h | Potency, µM (top dose mostly 46.1 µM), for the others: at the top dose activity, negative = less viability, hits mostly cytotoxic | actives 1.6% (n = 360,000) | AID 686970;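 further: NT is the 2HG producing partner of a matched IDH1 knockdown line; potency means the concentration at half of the fitted maximal effect; 0% = DMSO-treated cells and -100% = media-only wells without cells; nearly all actives have a fitted effect of over 55% in size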
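Luminescent CellTiter-Glo readout after 48 hours of compound exposure at 37 degrees C defined viability of HT-1080-NT cells. Activity was normalized to DMSO wells and cell-free media wells; concentration-response curves were fitted and assigned curve classes.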
Starred values were filed as active, the others as inactive; ? = inconclusive; / = no result given; & = joins results of further samples; [ ] = another dose, or the depositor's remark. Unless noted, the call rests on the fitted dose curve; in most records, active means well fitted curve in the direction sought with a large enough effect; inconclusive means small, poorly fitted or top-dose-only effect, or another doubt; inactive means no such curve, though single readings can be large; an effect the other way counts as inactive or inconclusive.

SMILES	ATXN2 expr inh	IL-1B inflam inh	KB-V1 cytotox	KB-3-1 cytotox	WRN inhibitor	MCF10A rereplic	SW480 rereplic	HT1080 IDH1KD tx	HT1080-NT tox
O=C(Nc1ccc2c(c1)OCO2)C1Cc2c(-c3cccnc3)ccnc2O1 (stereo unspecified)	6%	34	0%	0%	4%	/	/	2%	17%
O=C(CC(Nc1ccc(F)cc1)C(=O)OCC(=O)c1cccs1)c1ccccc1 (stereo unspecified)	46%[activator]	0	0%	4%	-14%	?	?	16%	7%
CCOC(=O)CSc1ccc(S(=O)(=O)N2CCC(C)CC2)cc1[N+](=O)[O-]	2%	26	0%	3%	2%	4%&-30%	1%&-2%	1%	0%
Cc1cc(NC(=O)c2ccc(F)cc2)n(-c2ccccn2)n1	-6%	-68*	?	6%	-6%	10%	9%	3%	6%
CC1=C(C(=O)Nc2ccccc2)C(c2ccccc2)N2C(=O)CSC2=N1 (stereo unspecified)	0%	-9	?	16%	-8%	-2%	-4%[9.22 µM]	5%	8%
Cc1nc(S(=O)(=O)Nc2ccc3c(c2)OCCO3)cn1C	13%	13	22%	3%	-6%	?	-11%	10%	15%
Cc1nn(-c2ccccc2)c(C)c1NC(=O)Cc1cccs1	19%	20	-6%	8%	-1%	-3%	2%	13%	6%
O=C(Cc1cccs1)Nc1nnc(SCC(=O)N2CCCCC2)s1	2%	13	-19%	8%	6%	-12%	2%	4%	6%
CCC(C)C(=O)Nc1ccc([N+](=O)[O-])cc1OC (stereo unspecified)	-7%	-27	-1%	14%	0%	-29%	1%	4%	-1%
COc1ccc(C(=O)NCC2CCCCC2)cc1S(=O)(=O)N1CCCC1	8%	8	-17%	-1%	-1%	-5%	-14%	1%	3%

Complete entries as entered above:
Cc1cc(NC(=O)c2ccc(F)cc2)n(-c2ccccn2)n1 reads ATXN2 expr inh = -6%; IL-1B inflam inh = -68*; KB-V1 cytotox = ?; KB-3-1 cytotox = 6%; WRN inhibitor = -6%; MCF10A rereplic = 10%; SW480 rereplic = 9%; HT1080 IDH1KD tx = 3%; HT1080-NT tox = 6%
CCOC(=O)CSc1ccc(S(=O)(=O)N2CCC(C)CC2)cc1[N+](=O)[O-] reads ATXN2 expr inh = 2%; IL-1B inflam inh = 26; KB-V1 cytotox = 0%; KB-3-1 cytotox = 3%; WRN inhibitor = 2%; MCF10A rereplic = 4%&-30%; SW480 rereplic = 1%&-2%; HT1080 IDH1KD tx = 1%; HT1080-NT tox = 0%

Later entries:
SMILES	ATXN2 expr inh	IL-1B inflam inh	KB-V1 cytotox	KB-3-1 cytotox	WRN inhibitor	MCF10A rereplic	SW480 rereplic	HT1080 IDH1KD tx	HT1080-NT tox
Cc1ccc(P(=O)(CO)c2ccc(C)cc2)cc1	-1%	0	12%	-2%	-3%	-6%	-3%	-3%	-5%
CCOc1ccc(NC(=O)CN(C)C(=O)c2cccnc2SC)cc1OCC	2%	0	-23%	-6%	-20%	2%	1%	2%	1%
CNC(=O)c1cccc(NC(=O)CCCNC(=O)c2ccc(Cl)cc2)c1	10%	90	0%	3%	8%	-4%	7%	13%	24%
Cc1cccc(NC(=O)CN2C(=O)N/C(=C/c3cc(C)n(-c4ccncc4)c3C)C2=O)c1	3%	22	?	8%	?	-10%	5%	0%	-3%
O=C(COC(=O)Cc1ccc(Br)cc1)NCc1ccc(F)cc1	-10%	7	-2%	1%	-5%	17%	-3%	?	18%
Cc1ccc(S(=O)(=O)N2C[C@H]3[C@H]4C(=O)N(c5ccccc5)C(=O)[C@H]4C[C@H](OC(=O)NC4CC4)[C@@]3(O)C2)cc1	-1%	25	3%	9%	1%	/	/	15%	3%
CCc1cc(=O)oc2cc3occ(C)c3cc12	4%	-3	?	20%	2%	0%	4%	5%	6%
O=C(Nc1ccc(NC(=O)c2ccco2)nc1)c1ccccn1	-35%	9	0%	-8%	-6%	-4%	-2%	-3%	-8%
Cc1cc(C)c(C)c(S(=O)(=O)N2CCC(C(=O)NCc3cccs3)CC2)c1C	/	0	10%	3%	-5%	/	/	-10%	-18%
C=CCSc1nc(-c2ccc3c(c2)OCO3)cc(C(F)(F)F)c1C#N	-12%	0	-10%	-7%	3%	15%	7.3µM*	17%	13%

Four compounds out of the list, sorted by heavy-atom count, ascending.
SMILES	ATXN2 expr inh	IL-1B inflam inh	KB-V1 cytotox	KB-3-1 cytotox	WRN inhibitor	MCF10A rereplic	SW480 rereplic	HT1080 IDH1KD tx	HT1080-NT tox
CCc1cc(=O)oc2cc3occ(C)c3cc12	4%	-3	?	20%	2%	0%	4%	5%	6%
O=C(Nc1ccc(NC(=O)c2ccco2)nc1)c1ccccn1	-35%	9	0%	-8%	-6%	-4%	-2%	-3%	-8%
CCOc1ccc(NC(=O)CN(C)C(=O)c2cccnc2SC)cc1OCC	2%	0	-23%	-6%	-20%	2%	1%	2%	1%
Cc1ccc(S(=O)(=O)N2C[C@H]3[C@H]4C(=O)N(c5ccccc5)C(=O)[C@H]4C[C@H](OC(=O)NC4CC4)[C@@]3(O)C2)cc1	-1%	25	3%	9%	1%	/	/	15%	3%

Given in markdown: entries from further up.
| SMILES | ATXN2 expr inh | IL-1B inflam inh | KB-V1 cytotox | KB-3-1 cytotox | WRN inhibitor | MCF10A rereplic | SW480 rereplic | HT1080 IDH1KD tx | HT1080-NT tox |
| --- | --- | --- | --- | --- | --- | --- | --- | --- | --- |
| Cc1ccc(P(=O)(CO)c2ccc(C)cc2)cc1 | -1% | 0 | 12% | -2% | -3% | -6% | -3% | -3% | -5% |
| Cc1cccc(NC(=O)CN2C(=O)N/C(=C/c3cc(C)n(-c4ccncc4)c3C)C2=O)c1 | 3% | 22 | ? | 8% | ? | -10% | 5% | 0% | -3% |

More structures:
SMILES	ATXN2 expr inh	IL-1B inflam inh	KB-V1 cytotox	KB-3-1 cytotox	WRN inhibitor	MCF10A rereplic	SW480 rereplic	HT1080 IDH1KD tx	HT1080-NT tox
COCCCN(C(=S)NC(=O)c1ccc(Br)cc1)c1c(N)n(Cc2ccccc2)c(=O)[nH]c1=O	-1%	17	-1%	10%	-4%	1%	1%	-2%	-3%
CC(C)CCNC(=O)CCCC1=NS(=O)(=O)c2ccccc2N1	-2%	6	8%	12%	-3%	-2%	-5%	2%	?
Cc1ccc(NC(=O)CC(C)S(=O)(=O)c2ccc3c(c2)NC(=O)CO3)c(Cl)c1 (stereo unspecified)	7%&-2%	-16	3%&26%	-4%&-12%	8%	5%	-10%	-17%	-2%
COc1ccc(S(=O)(=O)Nc2nnc(CC(C)(C)C)s2)cc1	16%	35	8%	6%	-4%	2%	-3%	2%	-1%
C=CCNC(=O)C1(c2ccccc2)CC1(Cl)Cl (stereo unspecified)	2%	17	7%	9%	13%	0%	0%	-2%	-5%
CC(=O)c1sc2nc(-c3ccc(C)cc3)c3c(c2c1N)CCCC3	-12%	-14	18µM*	-1%	-13%	2.3µM*	2.9µM*	-22%	-5%
c1ccc(-c2cnc(C3CCCCC3)o2)cc1	6%	-7	28%	0%	-4%	13%	-4%	3%	-7%
O=C(CCn1nnnc1CN1CCOCC1)N1CCC(c2ccccc2Cl)C1 (stereo unspecified)	0%	5	-16%	-4%	-19%	3%	-5%	2%	-3%
Cc1cccc(N2CCN(C(=O)c3ccccc3OCc3c(C)noc3C)CC2)c1C	-13%	?	-26%	-30%	-6%	28%	?	0%	5%
O=C(NCC(c1ccco1)N1CCCC1)c1cccc(S(=O)(=O)Nc2ccc(Br)cc2)c1 (stereo unspecified)	-7%	6	/	/	-25%	?	9%	0%	-3%
Cc1cc(N2CCN(C)CC2)nc2ccc(NC(=O)c3ccc(Br)o3)cc12	10%	-19	?	?	-13%	12%	-12%	?	?
COc1ccc(CC(=O)NCC(=O)NCc2cc(=O)n(C)c(=O)n2C)cc1	27%	9	5%	23%	9%	-1%	-9%	10%	13%
CC(=O)n1cc([C@@H]2C=C(C(=O)N3CCN(Cc4ccc5c(c4)OCO5)CC3)O[C@H](OCc3ccc(CO)cc3)C2)c2ccccc21	-25%	?	-15%	-1%	0%	13µM*	-5%	-12%	-14%
CC(Sc1nc2ccccc2s1)C(=O)NC1CCCc2ccccc21 (stereo unspecified)	-14%	?	21µM*	-20%	-28%	?	-3%	-1%	-3%
CCOc1ccc(NC(=O)C(=O)NCCCn2ccnc2)cc1	2%	11	5%	2%	-2%[57.1 µM]	0%	9%	-19%[9.24 µM]	-13%
Cc1ccc(C(=O)N/C(=C\c2ccc(-c3ccc(Br)cc3)o2)C(=O)NC2CCS(=O)(=O)C2)cc1 (stereo unspecified)	2%	91	22%	8%	-13%	?	?	-30%	-20%
O=C(NCc1ccccc1)c1onc(CS(=O)(=O)c2ccc(Cl)cc2)c1C(=O)NCc1ccccc1	?	8	-4%	-10%	-6%	?	-11%	-8%	0%
Cc1ccc(CN2CC(C(=O)NCC(=O)Nc3c(C)cccc3C)CC2=O)cc1 (stereo unspecified)	4%	7	?	-8%	-2%	0%	-1%	12%	-4%
COc1cccc(C2NC(=O)NC(C)=C2C(=O)Nc2ccc(C)cc2)c1 (stereo unspecified)	-3%	13	-15%	15%	-4%	1%	-2%	-2%	-14%
Cn1c(=O)c2sccc2n2c(CCCC(=O)NC3CCN(Cc4ccccc4)CC3)nnc12	/	1	15%	0%	0%	6%	0%	0%	-1%
Cc1ccc(NC(=O)Cn2cccc2)cc1C	3%	-5	-25%	6%	-5%	-3%	-2%	-9%	13%

An unsorted share of the library (roughly 12% active in at least one column).
